Tau fluor counter: Counterscreen qHTS for Inhibitors of Tau Fibril Formation, Fluorescence Polarization; hit rate 0.93% among 280,000; AID 1463, 2008; tau K18 P301L Alexa594 fluorescence, heparin fibrillization; Potency, µM (highest dose often 57.7 µM), inactives show at the highest dose activity change, negative = decrease; further: on the % scale 0 is the no-effect control and ±100 the full control effect; nearly all actives have a fitted effect of over 55% in size
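Human tau K18 P301L (15 uM unlabeled, 0.24 uM Alexa 594-labeled) in 100 mM sodium acetate pH 7 with 20 uM heparin, 6 hr at 37 C. ThT 30 uM added, 1 hr ambient; Alexa 594 FP and total fluorescence read at 555/632 nm.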
GAA glycogen mod: qHTS Assay for Inhibitors and Activators of Human alpha-Glucosidase Cleavage of Glycogen. Lysosomal alpha-glucosidase (Homo sapiens), P10253. recombinant GAA, glycogen substrate, Amplex Red glucose oxidase fluorescence. Potency, µM (top dose mostly 76.4 µM), inactives show at the highest dose activity change, negative = inhibition, usual class: inhibitors. hit rate 0.38% among 300,000;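 further: 0% = full enzyme reaction and -100% = no-enzyme basal signal; the screen sought inhibitors and activators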
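Recombinant human enzyme (4 nM); glycogen substrate; 37 C, 40 min, pH 5.0. Readout: coupled glucose oxidase/Amplex Red fluorescence.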
GAA spleen mod: qHTS Assay for Inhibitors and Activators of Human alpha-Glucosidase From Spleen Homogenate; Potency, µM (highest dose often 79.9 µM), without a hit: at the highest dose activity change, negative = inhibition, hits mostly inhibitors; hit rate 0.006% among 240,000; Lysosomal alpha-glucosidase (Homo sapiens), P10253; human spleen homogenate, 4-MU-alpha-glucoside fluorescence;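 further: 0% = enzyme with vehicle and -100% = no enzyme basal signal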
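Compounds were titrated against alpha-glucosidase in spleen homogenate at pH 5.0, with 1 mM 4-methylumbelliferyl substrate for 40 min at 37 C. Reactions were quenched with pH 10 NaOH/glycine and fluorescence measured.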
GAA inhib: qHTS Assay for Inhibitors of Human alpha-Glucosidase as a Potential Chaperone Treatment of Pompe Disease; AID 1466, 2008; purified human GAA, 4-MU-alpha-glucoside fluorescence; hit rate 0.005% among 200,000; Potency, µM (doses to about 76.9 µM), inactives show at the highest dose activity change, negative = inhibition, actives largely listed as inhibitors; Lysosomal alpha-glucosidase (Homo sapiens), P10253;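 further: plate controls were uninhibited enzyme wells for no effect and no-enzyme background for full effect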
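Enzyme (4 nM final) mixed with compound (up to 77 uM), then 4-MU-alpha-D-pyranoside (400 uM final) added; 20 min at room temperature, pH 5.0. Reaction stopped at pH 10, fluorescence read, AC50 derived by Hill fit.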
Tau fibril FP: qHTS for Inhibitors of Tau Fibril Formation, Fluorescence Polarization; K18 P301L tau heparin fibrillization, Alexa594 FP, 6 h; Potency, µM (titrated, usually from 57.7 µM), inactives show top-dose activity, negative = inhibition, hits mostly inhibitors; Microtubule-associated protein tau (Homo sapiens), P10636; hit rate 0.39% among 280,000; further: on the % scale 0 is the no-effect control and ±100 the full control effect; nearly all actives have a fitted effect of over 55% in size
Target sequence (P10636 561-689 P618L limits assumed): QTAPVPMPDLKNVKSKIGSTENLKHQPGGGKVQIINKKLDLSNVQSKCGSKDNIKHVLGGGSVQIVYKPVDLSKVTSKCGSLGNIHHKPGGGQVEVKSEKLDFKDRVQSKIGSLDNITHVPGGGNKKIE
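FP of Alexa 594-tau after heparin (20 uM) induction. Substrate: human K18 P301L, 15 uM unlabeled, 0.24 uM labeled. Buffer 100 mM sodium acetate pH 7. 6 hr, 37 C.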
Tau fibril ThT: qHTS for Inhibitors of Tau Fibril Formation, Thioflavin T Binding. Potency, µM (top dose mostly 57.4 µM), for the others: at the highest dose activity, negative = inhibition, most hits filed as inhibitors. recombinant tau K18 P301L (four-repeat tau fragment), heparin-induced fibrillization, ThT fluorescence. hit rate 2.1% among 270,000. Microtubule-associated protein tau (Homo sapiens), P10636; further: on the % scale 0 is the no-effect control and ±100 the full control effect; nearly all actives have a fitted effect of over 55% in size
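Heparin-induced fibrillization of the P301L-mutant K18 repeat-domain fragment of human tau was followed by ThT binding in quantitative high-throughput format.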
HTT cytoprotect: qHTS Multiplex Assay to Identify Dual Action Probes in a Cell Model of Huntington: Cytoprotection (ATP); PC12 HTT-Q103 induced, cytoprotection, ATP luminescence, 40 h; Potency, µM (doses to about 56.4 µM), inactives show cytoprotection (ATP increase), most hits filed as activators; hit rate 0.14% among 230,000; AID 1471, 2008;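 further: % of control where 0% means no effect; nearly all actives have a fitted effect of over 45% in size; toxic huntingtin expression switched on by the ecdysone agonist tebufenozide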
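Huntington model: PC12 line, ecdysone-inducible HTTQ103 exon1–GFP, tebufenozide 100 nM. Test articles in a dose series. Endpoint luminescence from cellular ATP.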
aGal spleen mod: qHTS Assay for Inhibitors and Activators of Human alpha-Galactosidase From Spleen Homogenate | Alpha-galactosidase A (Homo sapiens), P06280 | human spleen homogenate, 4MU-alpha-Gal fluorescence, 40 min | Potency, µM (top dose mostly 80 µM), inactives show at the top dose activity change, negative = inhibition, usual class: inhibitors | hit rate 0.008% among 240,000 | AID 2107, 2009;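 further: 0% = enzyme with vehicle and -100% = no enzyme basal signal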
Target sequence (P06280 32-429 limits assumed): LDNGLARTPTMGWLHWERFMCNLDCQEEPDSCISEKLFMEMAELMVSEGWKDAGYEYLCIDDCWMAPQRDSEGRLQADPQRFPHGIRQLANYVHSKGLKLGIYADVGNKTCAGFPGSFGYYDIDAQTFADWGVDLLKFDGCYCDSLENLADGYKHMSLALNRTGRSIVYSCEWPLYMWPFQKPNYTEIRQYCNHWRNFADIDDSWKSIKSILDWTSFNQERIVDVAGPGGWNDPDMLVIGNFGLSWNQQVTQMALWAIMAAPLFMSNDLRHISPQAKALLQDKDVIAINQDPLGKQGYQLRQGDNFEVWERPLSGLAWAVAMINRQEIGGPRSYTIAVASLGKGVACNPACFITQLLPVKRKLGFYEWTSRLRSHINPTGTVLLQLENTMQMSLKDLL
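qHTS titration in buffer at pH 5.0. Alpha-galactosidase activity in spleen homogenate was measured via 4-methylumbelliferone release from 1 mM fluorogenic substrate after 40 min at 37C and a pH 10 stop. AC50 came from Hill fits of control-normalized data.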
* hit, by the source's call; ? = inconclusive; nt = not tested or not shown; & = joins results of further samples; [ ] = remark or other dose. The call rests on the fitted dose curve; in most records, active means well fitted curve in the direction sought with a large enough effect; inconclusive means small, poorly fitted or top-dose-only effect, or another doubt; inactive means no such curve, though single readings can be large; an effect the other way counts as inactive or inconclusive. Potency means the concentration at half of the fitted maximal effect.

Start of the listing, in advance:
Order of results: Tau fluor counter | GAA glycogen mod | GAA spleen mod | GAA inhib | Tau fibril FP | Tau fibril ThT | HTT cytoprotect | aGal spleen mod
Cc1ccc(NC(=O)C(C)N2C(=O)C3CC=C(Cl)CC3C2=O)cc1 (configuration not stated)
→ 3% | -11% | -17% | -1% | 12% | 2% | -5% | 6%
O=C(O)c1ccc(CSc2n[nH]c(-c3ccco3)n2)cc1
→ -3% | -6% | -2% | -6% | -6% | ? | -8% | 6%

This part in full (from the top)
Order of results: Tau fluor counter | GAA glycogen mod | GAA spleen mod | GAA inhib | Tau fibril FP | Tau fibril ThT | HTT cytoprotect | aGal spleen mod
Cc1ccc(NC(=O)C(C)N2C(=O)C3CC=C(Cl)CC3C2=O)cc1 (configuration not stated)
→ 3% | -11% | -17% | -1% | 12% | 2% | -5% | 6%
O=C(O)c1ccc(CSc2n[nH]c(-c3ccco3)n2)cc1
→ -3% | -6% | -2% | -6% | -6% | ? | -8% | 6%
Cc1cc(C)cc(C(=O)NC(CC(N)=O)c2ccc(NC3CCCCC3)c([N+](=O)[O-])c2)c1 (configuration not stated)
→ -27% | -2% | -8% | nt | 7% | ? | 18%[10 µM] | -2%
Cc1cc(C(=O)CCl)c(C)n1-c1ccon1
→ 4% | 1% | nt | ? | 13% | -14% | -8% | 1%
O=C1CCCc2[nH]c(-c3ccccc3)nc21
→ 6% | -1% | -1% | ? | 9% | 8% | 15%[10 µM] | 7%
COc1ccc(C(c2nnnn2C2CCCCC2)N2CCN(c3ccccc3F)CC2)cc1 (configuration not stated)
→ -6% | -14% | -1% | 8% | 8% | -7% | 8%[10 µM] | 6%
COC(=O)c1sc(=S)n(Cc2ccccc2)c1C
→ -2% | 1% | 10% | 3% | 0% | 1% | -13%[10 µM] | 9%
COc1ccc(NC(=O)CSc2ncnc3c2cnn3Cc2ccccc2)cc1OC
→ -17% | 3% | 4% | -4% | -4% | -12% | 11% | 9%
COc1ccc(-c2nn(-c3ccccc3)cc2CNC(=O)c2cccc([N+](=O)[O-])c2)cc1
→ 10% | -16% | 0% | 1% | 12% | 12% | 2%[10 µM] | 6%
Cc1ccc(-c2nc(SCC(=O)Nc3cc(S(=O)(=O)N4CCCCC4)ccc3Cl)n[nH]2)cc1
→ ? | -9% | 5% | ? | 22µM* | 1% | -6%[10 µM] | 5%
Cc1cccc(CNc2ncnc3ccc(-c4c(C)noc4C)cc23)c1
→ -15% | nt | 12% | nt | 4% | -8% | -61%[inhibitor] | 14%
CC(C)[C@H](NC(=O)c1ccccc1Cl)C(=O)OCc1cc([N+](=O)[O-])cc2c1OCOC2
→ -18% | 11% | -11% | -3% | 6% | -11% | -1%[10 µM] | -1%
COC(=O)c1ccc(NC(=O)COc2ccc(S(=O)(=O)NC(C)(C)C)cc2)cc1
→ -4% | -2% | 3% | 0% | -9% | 1% | 9% | 1%
O=S(=O)(N1CCCCC1)N1CCN(CC(O)COc2ccc3cc(Br)ccc3c2)CC1 (configuration not stated)
→ -18% | 0% | 1% | -2% | -16% | -8% | -13% | 9%
CC1(C)C=C(c2ccc(C=O)s2)CC(C)(C)N1
→ -7% | -10% | -3% | 0% | -2% | -10% | -3%[10 µM] | -2%
CCCCCn1c(=O)c(-c2nc3ccccc3[nH]2)c(O)c2ccccc21
→ -6% | 10% | 3% | ? | 3% | -9% | nt | -9%
CC(=O)c1cn(C)c(=O)[nH]c1=O
→ 4% | 0% | 7% | -4% | 13% | -2% | -37%[inhibitor] | 4%
Cc1ccc2[nH]c(=O)c(CN(Cc3ccccc3)C(=S)NCCCN(C)C)cc2c1
→ 11%[2.34 µM] | 18% | -3% | 29% | 6%[2.34 µM] | ? | 21%[10 µM] | -20%
CCCN(C(=O)Cc1nc(N)n[nH]1)C1(C(=O)Nc2ccccc2C)CCCCC1
→ -2% | 3% | 1% | -1% | -3% | -3% | -7% | 4%
COc1ccc(N2C=C3C(=O)C(C)(OC(=O)CCc4ccccc4)C(=O)C=C3C=C2c2ccc(C#N)cc2)cc1 (configuration not stated)
→ -9%[11.6 µM] | 6% | 7%[17.4 µM] | nt | ? | ? | 4%&3%[10 µM] | -6%[17.5 µM]
Cc1ccc(SCc2[nH]nc3c2C2(C(=O)Nc4ccc([N+](=O)[O-])cc42)C(C#N)=C(N)O3)cc1 (configuration not stated)
→ ? | -8% | -17% | ? | -8% | ? | -17% | -14%
CCc1ccc(NC(=O)CCc2nc3cccnc3n2Cc2ccc(OC)cc2)cc1
→ -14% | 5% | 0% | 0% | -3% | -11% | -18% | 0%
COc1ccc(NC(=O)c2ccco2)cc1NC(=O)C(C)Oc1ccc(Cl)cc1Cl (configuration not stated)
→ ? | -5%[76.3 µM] | nt | nt | 6% | ? | nt | nt
O=C(CNC(=O)c1ccccc1F)OCc1nc2ccccc2s1
→ 1% | 1% | -16% | -8% | 0% | -10% | nt | -2%
COc1cccc(C2Nc3cc(Cl)c(S(N)(=O)=O)cc3S(=O)(=O)N2)c1 (configuration not stated)
→ -3% | 0% | -15% | -6% | 1% | -1% | 21% | 5%
CC(NC(=O)COC(=O)c1cc(=O)[nH]c2ccccc12)c1ccccc1 (configuration not stated)
→ -10% | -5% | 2% | 3% | -5% | -10% | -27% | 2%
Cc1cc2nnn(-c3nnc(-c4ccccc4)c4ccccc34)c2cc1C
→ 2% | 15% | -8% | 2% | 0% | -1% | -14% | -2%
CC(=O)c1c(C)[nH]c(C(=O)OCC(=O)N(C)C)c1C
→ -4% | 14% | -6% | -3% | 9% | -1% | -4% | -9%
COc1cc(/C=C/C(=O)OCC(=O)c2c(N)n(C)c(=O)n(C)c2=O)ccc1O
→ 1% | ? | -1% | ? | -3% | -3% | -13% | 0%
O=C(C(=O)N1CCOCC1)c1cn(CCOc2ccccc2)c2ccccc12
→ -5% | 6% | 3% | 11% | -4% | 4% | -12% | 1%
CSCCC(NS(=O)(=O)c1cccs1)C(=O)Nc1ccc(C)c(Cl)c1 (configuration not stated)
→ ? | 7%[76.3 µM] | nt | nt | ? | -5% | nt | nt
COc1ccc(CCN2CNc3c(c(=O)n(C)c(=O)n3C)C2)cc1OC
→ -10% | 11% | -8% | 8% | -1% | -16% | -17% | -3%
CCC(=O)NC(=S)Nc1ccc(-c2nc3ccccc3s2)cc1
→ 5% | 2% | -8% | 4% | -4% | ? | -16%[10 µM] | 1%
O=C(NCc1ccco1)/C(=C/c1cccc(C(F)(F)F)c1)c1nc2ccccc2[nH]1
→ -7% | -12% | 1% | -6% | 4% | -12% | 11%[1.9 µM] | 2%
COC(=O)C1=C(C)N(Cc2ccccc2)c2c(C(=O)OC)c(C(=O)OC)c(C(=O)OC)c(=O)n2C1c1ccccc1 (configuration not stated)
→ -10%&-18%[11.6 µM] | nt | -5%&3%[17.4 µM] | nt | 3%&-6%[11.6 µM] | -10%&-19%[11.5 µM] | -8%&5%[10 µM] | 13%&3%[17.5 µM]
Cc1nc(NCc2ccco2)[nH]c(=O)c1CCC(C)C
→ -1% | -4% | -11% | -3% | 3% | 7% | 3%[10 µM] | -16%
Cc1ccc(-c2c(C)n([O-])c3c([n+]2=O)CCCCC3)cc1
→ 1% | 11% | -4% | -9% | 0% | 2% | nt | -8%
C=CCN(C(=O)Cn1c(C(=O)OC)cc2oc(C)cc21)c1ccccc1
→ -5% | 4% | -4% | 0% | 4% | -3% | -11% | 3%
Cc1cc(C)cc(OCC(=O)Nc2c(C)ccc3nsnc23)c1
→ -19% | 16%[76.3 µM] | nt | nt | -8% | -15% | nt | nt
CC(=O)Nc1cccc(-c2nnc(SCC(=O)c3cc([N+](=O)[O-])ccc3Br)o2)c1
→ 14µM*[quencher] | 2%[76.3 µM] | nt | nt | -19% | ? | nt | nt
Cc1cc(C)c2[nH]c(=O)c(C(c3nnnn3C3CCCC3)N3CCOCC3)cc2c1 (configuration not stated)
→ 15% | -14% | -4% | -13% | 1% | 16% | -5% | -6%
CCc1ccc(N(C(=O)c2csnn2)C(C(=O)NC(C)(C)C)c2ccncc2)cc1 (configuration not stated)
→ 5% | -7% | -11% | 5% | 1% | -1% | 7% | -4%
CC1(C)CC(=O)C=C(Nc2cccc(O)c2)C1
→ -9% | -5% | 5% | -1% | 4% | -7% | 5% | 3%
O=C(CN1CCOCC1)Nc1nc2cc([N+](=O)[O-])ccc2s1
→ 10% | 9% | -8% | -4% | ? | -3% | nt | -4%
CCCCc1nc2c(=O)[nH]c3ccccc3c2o1
→ -6% | -3% | -7% | 0% | -1% | -10% | -60%[inhibitor] | ?
COc1ccc(OC)c(CCNC(=O)C2=C(C)C(=O)OC23CCC(C)CC3)c1 (configuration not stated)
→ -16% | -9%[76.3 µM] | nt | nt | 4% | -1% | nt | nt
O=C(CSc1nc(-c2cccs2)cc(C(F)(F)F)n1)Nc1cc(OCC(F)(F)C(F)F)cc([N+](=O)[O-])c1
→ ? | 4% | -9% | 2% | ? | 3% | 9%[10 µM] | -4%
CCCc1cc2c(=O)c(-c3ccccn3)coc2cc1OC
→ -3% | -3% | 2% | -7% | 2% | -9% | -37% | 4%
O=c1[nH]c2ccccc2cc1-c1noc(-c2cccnc2)n1
→ -1% | -2% | -12% | 7% | -2% | -6% | -36% | -7%
O=C(CSc1nc2ccccc2[nH]1)NCCCn1ccnc1
→ 0% | 1% | -1% | -4% | 4% | 3% | 1% | -8%
CCN(Cc1ccccc1)C(c1cc2ccc(C)cc2[nH]c1=O)c1nnnn1CCOC (configuration not stated)
→ -16% | 6% | -7% | -2% | 3% | -13% | 22% | -7%
O=C(O)/C=C/c1cccc(OCc2ccccc2)c1
→ -11% | 4% | -7% | 12%[15.4 µM] | 7% | -10% | -55%[inhibitor] | -6%

High-throughput results: PubChem, National Center for Advancing Translational Sciences (NCATS)
